Efflux pump inh – antifungal efflux pump inhibition, Nile Red retention; S. cerevisiae Candida pump triplex; inhibition, % at 10 µM; hit rate 0.44% among 330,000;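 active = plate passing quality check with inhibition over a set limit, or well fluorescence over plate mean plus 4 SD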;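 note: Nile Red retained in pooled yeast measured as flow cytometry median fluorescence; 0% = buffer negative control and 100% = Enniatin B positive control; higher means more Nile Red kept so more efflux inhibition; some compounds called inactive have numbers as strong as hits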
AHR act – activates the human aryl hydrocarbon receptor. P35869. AHR-responsive luciferase reporter cells, luminescence. activation, % at 5 µM. hit rate 2.5% among 320,000. AID 2796; in the data active = activation above about 47%;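 note: 0% = vehicle wells and 100% = reference agonist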
Target sequence (P35869 whole entry, looked up): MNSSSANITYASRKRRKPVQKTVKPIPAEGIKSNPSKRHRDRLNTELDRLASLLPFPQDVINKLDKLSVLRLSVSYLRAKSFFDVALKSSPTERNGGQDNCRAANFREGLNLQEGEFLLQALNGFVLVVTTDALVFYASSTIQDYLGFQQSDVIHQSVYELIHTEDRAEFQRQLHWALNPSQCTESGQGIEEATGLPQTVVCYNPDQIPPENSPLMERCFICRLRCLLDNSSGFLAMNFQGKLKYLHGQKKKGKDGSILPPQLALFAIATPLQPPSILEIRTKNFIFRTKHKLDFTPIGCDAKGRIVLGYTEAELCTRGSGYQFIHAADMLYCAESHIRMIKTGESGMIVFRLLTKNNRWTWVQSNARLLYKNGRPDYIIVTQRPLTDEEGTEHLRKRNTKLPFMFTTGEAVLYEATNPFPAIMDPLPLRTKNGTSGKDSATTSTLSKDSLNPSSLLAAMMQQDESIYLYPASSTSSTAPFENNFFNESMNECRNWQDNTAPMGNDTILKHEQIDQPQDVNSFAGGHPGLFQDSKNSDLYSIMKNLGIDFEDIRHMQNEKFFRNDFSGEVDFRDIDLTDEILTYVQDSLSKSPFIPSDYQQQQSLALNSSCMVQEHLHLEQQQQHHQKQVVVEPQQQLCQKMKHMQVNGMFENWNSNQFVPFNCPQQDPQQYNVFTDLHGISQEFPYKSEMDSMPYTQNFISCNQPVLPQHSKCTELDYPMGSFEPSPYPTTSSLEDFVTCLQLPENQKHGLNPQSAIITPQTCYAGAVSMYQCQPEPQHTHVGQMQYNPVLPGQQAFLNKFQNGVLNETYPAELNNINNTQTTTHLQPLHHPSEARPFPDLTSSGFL
AGP1-GFP MLPCN – yeast TOR pathway AGP1-GFP modulation. S. cerevisiae AGP1-GFP multiplex flow cytometry, 3 h; GFP as percent of DMSO wells. GFP response vs DMSO, % at 10 µM. hit rate 0.02% among 320,000. AID 2066;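 active = GFP response relative to DMSO above a set limit, near screen average plus 3 SD, cut at about 150% in these data; inconclusive = fewer than 70 cells counted for the yeast strain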;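 note: median GFP channel fluorescence of the gated AGP1 strain per well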
CR mimetic SO – yeast age-related superoxide inhibition as caloric restriction mimetic; S. cerevisiae aged cells, superoxide DHE fluorescence; stronger effect = lower value; superoxide response (% of plate mean), % at 10 µM; AID 2690; hit rate 0.18% among 330,000;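 active = superoxide response under a set limit, about three screen SD below normal, cut at about 65% in these data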;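 note: yeast aged for seven days with compound at 30 °C before DHE staining; 100% = average MFI of all compound-treated wells on the plate with controls excluded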
MEP2 TOR yeast – modulators of TOR pathway MEP2-GFP in S. cerevisiae | S. cerevisiae MEP2-GFP strain, flow cytometry GFP, 3 h; 100% = DMSO control level | GFP response vs DMSO, % at 10 µM | hit rate 0.51% among 330,000;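 active = GFP response versus DMSO above a set limit, roughly screen mean plus 3 SD, cut at about 180% in these data; inconclusive = fewer than 70 cells counted for a yeast strain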;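 note: median GFP fluorescence of the barcode-gated MEP2-GFP cells per well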
LAP4 TOR yeast – alters LAP4-GFP fluorescence in TOR pathway yeast screen; GFP response vs DMSO, % at 10 µM; AID 2023; S. cerevisiae LAP4-GFP multiplex, flow cytometry GFP, 3 h; median GFP as percent of DMSO wells; hit rate 0.34% among 320,000;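 active = GFP response vs DMSO above a set limit, about the screen mean plus 3 SD, cut at about 150% in these data; inconclusive = under 70 cell events counted for the yeast strain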
CIT2-GFP yeast – modulators of TOR pathway CIT2-GFP in S. cerevisiae; S. cerevisiae CIT2-GFP strain, flow cytometry, 3 h; 100 means same as DMSO wells; GFP response vs DMSO, % at 10 µM; hit rate 0.065% among 320,000; AID 2029;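 active = GFP response relative to DMSO above a set limit, near the screen mean plus 3 SD, cut at about 150% in these data; inconclusive = Fewer than 70 cells measured for a yeast strain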;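 note: ratio of well median GFP fluorescence to mean of DMSO wells on the plate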
RPL19A-GFP yeast – alters RPL19A-GFP fluorescence in TOR pathway yeast screen. S. cerevisiae RPL19A-GFP strain, flow cytometry, 3 h; stronger effect = lower value. percent response vs DMSO, % at 10 µM. hit rate 0.3% among 330,000;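 active = percent response vs DMSO below 50%; inconclusive = fewer than 70 events counted for the yeast strain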;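 note: median channel GFP fluorescence of the barcoded RPL19A-GFP strain; ratio of sample median GFP to plate DMSO average so 100% = DMSO; lower means less RPL19A-GFP as with rapamycin TOR inhibition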
An asterisk follows results filed as active; ? = inconclusive; · = not tested or not shown; [ ] = remark or other dose. Outcome played no part in choosing rows; any-hit rate near 3.9%.

SMILES	Efflux pump inh	AHR act	AGP1-GFP MLPCN	CR mimetic SO	MEP2 TOR yeast	LAP4 TOR yeast	CIT2-GFP yeast	RPL19A-GFP yeast
COCCN(C(=O)c1csnn1)C(C(=O)NC1CCCCC1)c1cccs1 (stereo not drawn)	-0.1	1	105	89	101	104	104	103
CCN(CC(=O)Nc1ccc2c(c1)OCCO2)C(=O)C(C)Oc1ccc(Cl)cc1 (stereo not drawn)	-0.2	2	95	99	92	100	96	91
O=C(N/N=C/c1ccco1)c1cc([N+](=O)[O-])cc([N+](=O)[O-])c1	-0.2	6	90	102	96	85	92	98
CCOC(=O)c1[nH]c2ccc(F)cc2c1NC(=O)C1=COCCO1	0.0	20	97	107	96	103	94	96
Cc1nc2cc(-c3ccc(Cl)cc3)nn2c(C)c1CCC(=O)NC(C)c1ccc2c(c1)OCCO2 (stereo not drawn)	0.2	-9	101	112	103	132	84	89
COc1ccc(CNC(=O)CCC(=O)N2CC(C)Oc3ccccc32)cc1 (stereo not drawn)	0.3	8	101	103	102	98	99	97
COc1ccc(C(=O)NC2CC2)cc1OC1CCN(Cc2ccc(F)cc2Cl)CC1	0.2	8	96	88	109	112	100	89
CC(CN1CCCCC1)OC(=O)C(C)(c1ccccc1)c1ccccc1 (stereo not drawn)	-0.1	1	102	99	102	96	95	95
Cc1ccc(S(=O)(=O)c2nc(-c3ccccc3)oc2N2CCCC2)cc1	-0.2	0	99	116	111	108	110	102
COc1cc(/C=C2\C(=N)N3N=C(S(C)(=O)=O)SC3=NC2=O)cc(OC)c1OCCOc1ccccc1C	-0.1	0	99	107	94	87	101	100
CCN(C(=O)c1ccc(Br)cc1)c1ccccc1	0.1	2	87	80	97	119	77	97
COc1ccc(C2CC(c3cccs3)=NN2S(C)(=O)=O)cc1OC (stereo not drawn)	-0.1	5	95	87	94	90	101	99
S=c1[nH]nc(-c2cc(-c3ccccc3)n[nH]2)n1/N=C/C=C/c1ccco1	-0.1	22	100	117	100	99	102	94
CCN(CC)C(=O)Cn1cc(C(=O)C(=O)N2CCN(Cc3ccc4c(c3)OCO4)CC2)c2ccccc21	-0.1	2	95	91	84	80	97	101
COc1ccccc1C(=O)Nc1ccc(S(=O)(=O)Nc2onc(C)c2C)cc1	0.1	-2	97	97	97	89	86	96
O=C(CSc1ccc(C(F)(F)F)cn1)Nc1ccccc1	0.2	-1	99	92	103	110	96	99
COc1cc(OC)cc(C(=O)Nc2ccc(S(=O)(=O)Nc3cc(C)on3)cc2)c1	0.0	4	111	100	108	100	103	108
Cc1ccccc1-n1c(Cn2c(=O)sc3ccccc32)nnc1SCC(=O)N1CCCC1	0.0	4	109	99	104	101	109	102
O=C(C1CCC(Cn2c(=S)[nH]c3ccccc3c2=O)CC1)N1CCN(c2ccccn2)CC1 (stereo not drawn)	0.0	-2	98	105	96	98	98	101
CCCCn1c(CN2CCN(c3ccc(F)cc3)CC2)nc2c1c(=O)n(C)c(=O)n2C	0.1	1	95	105	105	104	91	95
C(=N\Nc1nc(Nc2ccccc2)nc(N2CCCCC2)n1)/c1ccco1	0.3	8	97	83	92	104	92	96
CS(=O)(=O)N(CC(=O)N1CCCC1)c1ccccc1Br	-0.1	-1	91	104	104	92	96	100
CCN(CC)C(=O)CSc1ncccc1-c1nc2ccccc2[nH]1	0.0	6	96	84	99	90	95	97
CCC(Sc1nnc(C)c(=O)[nH]1)C(=O)Nc1cccc2ccccc12 (stereo not drawn)	0.5	1	89	119	96	85	88	91
CC(=O)Nc1c(C(=O)N2CCCCCC2)cnn1-c1ccccc1	0.1	3	106	90	100	94	96	100
O=C(CCCNS(=O)(=O)c1cccc2nsnc12)NCc1ccc(F)cc1	-0.1	0	121	85	112	110	116	111
Cn1cc(C(=O)N2CCc3ccccc32)cn1	-0.2	19	97	97	97	93	93	97
CC1(c2nnc(-c3cccc(Cl)c3)o2)CC(c2ccccc2Br)=NO1 (stereo not drawn)	-0.1	0	79	98	88	123	61	95
C/C(=N/NC(=O)CNC(=O)c1cccs1)c1ccc(Cl)cc1	0.0	18	101	94	97	92	99	101
COc1ccc(-n2nnnc2SCc2nc(N)nc(N3CCOCC3)n2)cc1	0.0	2	·	92	283*[may fluoresce violet]	96[may fluoresce violet]	?	49*[may fluoresce violet]
COc1ccc([N+](=O)[O-])cc1C1NN=C(c2ccccc2O)S1 (stereo not drawn)	-0.4	37	96	104	101	110	98	94
CC1CCN(C(=O)CNC(=O)CNS(=O)(=O)c2ccccc2)CC1	-0.1	-4	99	99	98	87	102	99
COCCNC(=S)N/N=C(\C)c1ccc(Cl)c(Cl)c1Cl	-0.5	11	108	97	115	123	103	105
COC(=O)CC(N)c1ccc(Br)cc1 (stereo not drawn)	0.4	1	91	107	96	109	90	95
O=C(O)c1ccc(CNCc2cccc(Cl)c2Cl)cc1	-0.3	0	107	115	103	103	101	101
Cc1ccc(C(=O)Nc2cccnc2)cc1Cl	-0.1	6	95	92	104	99	96	105
CCOC(=O)/C=C1\CN(Cc2ccc(OC)cc2)S(=O)(=O)c2ccccc21	0.0	1	109	96	105	104	103	99
CC(=O)Oc1ccc(C(=O)Nc2cccc(NC(=O)c3ccco3)c2)cc1	0.0	7	94	104	96	92	95	96
COc1ccc(S(=O)(=O)N2CCC3(CC2)CC(=O)c2ccccc2O3)cc1	-0.1	2	107	91	98	101	111	97
S=c1[nH]nc(-c2cc(-c3ccccc3)n[nH]2)n1/N=C/c1c2ccccc2cc2ccccc12	0.4	63*	91	118	95	92	90	96
Cc1ccc(NC(=S)NNc2ccc([N+](=O)[O-])cc2S(=O)(=O)Nc2ccccc2C(=O)O)cc1C	0.8	3	90	100	89	89	81	87
CSc1ccccc1C(=O)N(C)C(c1ccccc1)c1ccccc1	0.0	1	100	94	102	87	98	104
COc1ccc(/C=C/C(=O)Nn2cnnc2)cc1	0.1	-2	112	140	110	107	110	109
CCOc1cnc(-c2ccccc2F)o1	-0.1	0	86	93	94	86	·	86
COc1ccccc1-c1noc(Cn2cc(S(=O)(=O)N3CCCC3)ccc2=O)n1	0.9	12	94	127	92	88	90	92
Cc1csc(N(C)C(=O)CSc2nnc(COc3cccc4ccccc34)o2)n1	-0.1	1	96	98	97	98	92	96
CNC(=O)c1c(Br)cnn1-c1ccc(C)cc1	0.0	22	103	93	98	111	107	100
Cc1c(NC(=O)C(C)OC(=O)c2c3c(nc4ccccc24)CCC3)c(=O)n(-c2ccccc2)n1C (stereo not drawn)	-0.1	6	107	94	113	99	108	103
COc1cc([N+](=O)[O-])c2ncsc2c1	-0.1	2	103	100	104	101	102	102
CCOc1ncccc1C(=O)N(C)CC1COc2ccccc2O1 (stereo not drawn)	0.0	0	107	104	109	106	103	100

The listing continues:
SMILES	Efflux pump inh	AHR act	AGP1-GFP MLPCN	CR mimetic SO	MEP2 TOR yeast	LAP4 TOR yeast	CIT2-GFP yeast	RPL19A-GFP yeast
O=C(CCNc1cccc(Cl)c1)c1cccs1	-0.2	8	93	97	106	122	80	100
Cc1ccccc1Nc1nc(N)nc(COC(=O)c2c(C)noc2C)n1	0.0	1	98	108	97	93	102	97
CN1C(=O)CSC1=Nc1cccc(Cl)c1	0.0	-5	88	127	111	81	126	108
NC(=O)NC(=O)C[n+]1cccc(/C=N/O)c1	0.2	-4	107	104	107	95	120	105
Cc1onc(-c2ccccc2)c1C(=O)NCC1CCN(C(=O)c2c(-c3ccccc3)noc2C)CC1	0.0	4	87	98	93	·	83	92
Cc1ccc(/C=N/NC(=O)C(O)c2ccccc2)o1 (stereo not drawn)	-0.1	1	97	90	92	104	90	91
CCN(CC(=O)Nc1c(F)cccc1F)C(=O)CCc1ccc(OC)cc1	0.0	0	106	108	86	103	89	102
COc1ccc(NC(=O)c2cccc(N3C(=O)C4C5C=CC(C5)C4C3=O)c2)cc1 (stereo not drawn)	0.3	3	99	91	106	101	103	101
O=C(Nc1ccccc1)c1cn2ccccc2n1	-0.1	21	89	105	95	90	79	93
Cc1ccc(N/N=C(\C#N)C(N)=S)cc1C	0.0	5	92	96	96	94	92	92
COc1ccccc1N1CCN(c2ccc([N+](=O)[O-])nc2)CC1	0.0	16	103	101	100	102	100	97
CCOCCCNC(=O)CCc1nnc2n(CCC(C)C)c(=O)c3ccccc3n12	-0.3	1	89	110	97	83	97	93
Cc1noc(C)c1CSCC(=O)Nc1cc(S(=O)(=O)N2CCCCC2)ccc1OC(C)C	0.3	0	112	106	99	107	96	97
O=C(NCc1ccc(OC(F)(F)F)cc1)c1cccc2c1C(=O)c1ccc(N3CCCCC3)cc1S2(=O)=O	0.1	3	92	115	106	95	96	93
O=C1CCCc2c1nc(-c1ccco1)n2O	-0.1	2	105	122	102	105	100	99
O=C(Nc1ccccc1)C1C2/C=C\CCCCC21 (stereo not drawn)	0.0	-3	99	99	102	90	103	107
COc1ccc(C2CC(=O)Oc3ccc(C(C)(C)C)cc32)cc1 (stereo not drawn)	0.1	-2	78	100	85	105	82	93
Cc1ccc2c(c1)nnn2C1CCN(CC(=O)c2ccc(Cl)cc2)CC1	0.0	7	97	107	100	106	91	99
COC(=O)Cn1c(N)[n+](Cc2ccccc2)c2ccccc21	-0.1	1	77	103	90	129	69	97
CCC(C)(C)n1nnnc1C(c1ccncc1)N1CCN(c2cccc(OC)c2)CC1 (stereo not drawn)	-0.2	2	106	107	104	95	97	100
CCN(CC)c1ccc(/C=N/N=C(c2ccccc2)c2ccccc2)c(O)c1	0.1	12	107	100	107	100	102	106
COc1ccc(Nc2nc(-c3cccs3)nc3ccccc23)cc1S(=O)(=O)N1CCOCC1	0.0	23	103	112	100	101	96	96
COc1cccc(N/C(SC)=C(/C#N)C(N)=O)c1	0.1	2	101	116	108	108	91	102
CCN(CCCNC(=O)C1CCN(S(=O)(=O)c2cnc[nH]2)CC1)c1cccc(C)c1	0.1	6	95	91	95	96	93	95
CCn1c(SC/C=C/c2ccccc2)nnc1-c1cccs1	0.0	-4	76	94	86	100	77	91
O=C(NCC(F)(F)F)Nc1cccnc1	0.1	9	102	109	107	105	103	103
O=C(NC(c1ccccc1)c1ccccc1)c1ccc(CO)cc1	-0.2	1	98	95	102	91	106	94
COc1ccc(C2=NN(C(=O)CSc3nnc(C)c(=O)n3N)C(c3ccco3)C2)cc1 (stereo not drawn)	0.1	-3	101	108	97	100	96	100
CCOC(=O)N1CCN(c2c(NCC3CCN(Cc4cccc(C)c4)CC3)c(=O)c2=O)CC1	0.0	-3	100	92	102	96	99	99
N#Cc1c(N2CCSCC2)nsc1-c1ccccc1Cl	0.1	·	91	108	105	79	105	103
CCOC(=O)C(C)Oc1c(C(=O)OC)sc2ncccc12 (stereo not drawn)	0.0	-3	106	103	108	101	97	110
Cc1ccc(Cn2c(C(=O)O)cc3sccc32)cc1	0.2	1	91	89	94	107	82	98
CC(Nc1ccccc1)c1cc(Cl)ccc1O (stereo not drawn)	-0.2	9	87	80	89	92	98	88
O=C(C1CC(=O)N(c2ccc(Cl)cc2)C1)N1CCOCC1 (stereo not drawn)	0.0	-3	102	86	103	92	103	101

Source: PubChem
